# High-throughput results (PubChem)
# HIV RNase H inh: blocks HIV-1 RNase H cleavage of RNA/DNA duplex | P04585 | 65,000 compounds, 1.9% hits | inhibition, % at 10 µM | RT-RNase H RNA/DNA duplex cleavage, fluorescence; in the data active = inhibition above about 50%
# RmlCD inh mix: RmlC/RmlD inhibition, mixture screen; inhibition, % at 5.5 µM; AID 1532; RmlC/RmlD coupled enzyme inhibition, 384-well mixture HTS; 110,000 compounds, 0.39% hits; in the data active = inhibition above about 30%, passing the limit was not always enough; inconclusive = no clear call, values can overlap the other calls; also: strong numbers were not always called active
# Active calls of the source: *; u = inconclusive; x = not tested or not shown.
SMILES,HIV RNase H inh,RmlCD inh mix
CCOc1ccc(-c2nnn(CC(=O)NCc3ccco3)n2)cc1,1,12
CCc1nnc(NC(=O)CSc2nnc(COc3cccc(C)c3)o2)s1,-6,1
Cc1cc(C(=O)O)cc(S(=O)(=O)N2CCOCC2)c1C,-6,11
CC(=O)Nc1cc(C(=O)N2CCCC2)ccc1S(=O)(=O)c1ccc(Cl)cc1,x,3
COc1ccccc1N1CCN(C(=O)c2cc3n(n2)C(C(F)(F)F)CC(c2ccco2)N3)CC1 (stereo unspecified),11,18
O=C(NCCSc1c[nH]c2ccccc12)C1CC1,x,11
CC(=O)Nc1nc(SCc2ccc(Cl)cc2Cl)n[nH]1,x,-7
O=C(CSc1nnc(-c2ccncc2)o1)Oc1ccccc1,8,-7
CC(C)(C)N1CC2(c3ccccc3)CN(C(C)(C)C)CC(c3ccccc3)(C1)C2=O,x,2
COc1ccc(C(=O)NCCCN2CCCC2=O)cc1,x,5
O=C(c1cccc(COc2cccc3ccccc23)c1)N1CCCC1,x,11
CC(C)(C)c1ccc(C(=O)CCCSC2=C(C#N)C(c3ccco3)C3=C(CCCC3=O)N2)cc1 (stereo unspecified),2,-6
COc1ccccc1C(=O)N1CCN(c2nc3cc(C)c(C)cc3cc2C#N)CC1,-16,-20
O=C(C1=C[C@@H](c2ccc3c(c2)OCO3)C[C@@H](OCc2ccc(CO)cc2)O1)N1CCOCC1,x,10
CC1CCN(C(=O)CN2C(=O)C(=O)c3ccccc32)CC1,2,15
CC(C)C(c1nnnn1Cc1cccs1)N1CCN(C2CCCC2)CC1 (stereo unspecified),4,2
Cc1cc(C)n(C2=NS(=O)(=O)c3ccccc32)n1,3,9
Cc1ccc(=O)n(C(C(=O)NCc2ccco2)C(=O)c2ccc(F)cc2)c1 (stereo unspecified),-9,-60
CNC(C)c1cc(OC)ccc1OC (stereo unspecified),x,4
O=c1c2ccccc2nc(SCc2ccc([N+](=O)[O-])cc2)n1-c1ccccc1,x,19
CCOC(=O)c1cnc(-n2nc(C)cc2C)nc1NC(C)c1ccccc1 (stereo unspecified),-18,6
N#C/C(=C(/O)COc1cccc2ccccc12)c1nc2ccccc2[nH]1,x,-17
CC(NC(=O)C1CCCCC1)C(=O)NC1=NCCS1 (stereo unspecified),x,6
Cc1ccc(CNC(=O)CCc2c(C)nc3ncnn3c2C)cc1,-21,12
CCC(=O)NC(Nc1cccc(C)n1)(C(F)(F)F)C(F)(F)F,-12,4
COc1cc(/C=N/n2c(SC)nnc(C(C)(C)C)c2=O)ccc1O,-2,-11
O=C(NC(Nc1cc(C(F)(F)F)ccc1Cl)C(=O)c1ccccc1)c1ccccc1 (stereo unspecified),x,-3
CCCNS(=O)(=O)c1ccc(OCC(=O)OC)cc1,x,-8
CCOC(=O)c1c(C)n(C(=O)c2ccco2)c(=O)n1C(=O)c1ccco1,0,8
O=C(CN1C(=O)CSc2ncccc21)N1CCOCC1,-5,10
CNc1ccccc1C(C)(C)c1cc(-c2ccco2)n[nH]1,-16,-10
CCN1C(=O)CC(C(=O)O)SC1=Nc1ccc(OC)cc1 (stereo unspecified),-10,25
COCCn1c(=NC(=O)CSCC(=O)NC2CCCCC2)sc2cc(OC)ccc21,-5,-11
Cc1ccc(CCNC(=O)CN(C)S(=O)(=O)c2ccc3c(c2)c(=O)n(C)c(=O)n3C)cc1,x,5
CCn1c(SCC(=O)NCc2ccc(F)cc2)nc2c(c1=O)SC(C)C2 (stereo unspecified),-4,-9
O=C(CN1CCN(Cc2ccccc2Cl)C1=O)NCc1ccco1,x,15
CCC(C)NC(=O)c1ccccc1NC(=O)C(C)N(c1ccccc1)S(C)(=O)=O (stereo unspecified),1,-15
CC(C)Nc1nc(NC(C)C)nc(Oc2ccc(OCc3ccccc3)nn2)n1,x,-11
CCN(CC)c1ccc(CN(C(=O)c2ccco2)C2CCS(=O)(=O)C2)cc1 (stereo unspecified),-1,x
COc1cc2c(cc1OC)C(C(=O)N1CCCCC1)C(c1ccccc1F)N(C)C2=O (stereo unspecified),4,3
CCOC(=O)C1CCN(C(=O)COc2cc(C)c(Br)cc2C)CC1,-25,5
CC(NC(=O)c1cc(-c2cccs2)on1)c1ccccc1 (stereo unspecified),-13,-9
Cc1ccc(CC2C(=O)N(CC(=O)O)C(=O)C2C)cc1 (stereo unspecified),x,0
O=C(Nc1ccc2c(c1)CCC2)C1CCCN(c2ncccn2)C1 (stereo unspecified),-6,-27
Cc1ccc(Cn2nc(C)c(NC(=O)c3noc4c3CCCCC4)c2C)cc1,-7,-11

# Reformatted with bars between the fields: entries from further up
SMILES | HIV RNase H inh | RmlCD inh mix
Cc1cc(C)n(C2=NS(=O)(=O)c3ccccc32)n1 | 3 | 9
Cc1ccc(=O)n(C(C(=O)NCc2ccco2)C(=O)c2ccc(F)cc2)c1 (stereo unspecified) | -9 | -60
CNC(C)c1cc(OC)ccc1OC (stereo unspecified) | x | 4
O=c1c2ccccc2nc(SCc2ccc([N+](=O)[O-])cc2)n1-c1ccccc1 | x | 19
CCOC(=O)c1cnc(-n2nc(C)cc2C)nc1NC(C)c1ccccc1 (stereo unspecified) | -18 | 6
N#C/C(=C(/O)COc1cccc2ccccc12)c1nc2ccccc2[nH]1 | x | -17
CC(NC(=O)C1CCCCC1)C(=O)NC1=NCCS1 (stereo unspecified) | x | 6
Cc1ccc(CNC(=O)CCc2c(C)nc3ncnn3c2C)cc1 | -21 | 12
CCC(=O)NC(Nc1cccc(C)n1)(C(F)(F)F)C(F)(F)F | -12 | 4
COc1cc(/C=N/n2c(SC)nnc(C(C)(C)C)c2=O)ccc1O | -2 | -11
O=C(NC(Nc1cc(C(F)(F)F)ccc1Cl)C(=O)c1ccccc1)c1ccccc1 (stereo unspecified) | x | -3
CCCNS(=O)(=O)c1ccc(OCC(=O)OC)cc1 | x | -8
CCOC(=O)c1c(C)n(C(=O)c2ccco2)c(=O)n1C(=O)c1ccco1 | 0 | 8
O=C(CN1C(=O)CSc2ncccc21)N1CCOCC1 | -5 | 10
CNc1ccccc1C(C)(C)c1cc(-c2ccco2)n[nH]1 | -16 | -10
CCN1C(=O)CC(C(=O)O)SC1=Nc1ccc(OC)cc1 (stereo unspecified) | -10 | 25
COCCn1c(=NC(=O)CSCC(=O)NC2CCCCC2)sc2cc(OC)ccc21 | -5 | -11
Cc1ccc(CCNC(=O)CN(C)S(=O)(=O)c2ccc3c(c2)c(=O)n(C)c(=O)n3C)cc1 | x | 5
CCn1c(SCC(=O)NCc2ccc(F)cc2)nc2c(c1=O)SC(C)C2 (stereo unspecified) | -4 | -9
O=C(CN1CCN(Cc2ccccc2Cl)C1=O)NCc1ccco1 | x | 15
CCC(C)NC(=O)c1ccccc1NC(=O)C(C)N(c1ccccc1)S(C)(=O)=O (stereo unspecified) | 1 | -15
CC(C)Nc1nc(NC(C)C)nc(Oc2ccc(OCc3ccccc3)nn2)n1 | x | -11
CCN(CC)c1ccc(CN(C(=O)c2ccco2)C2CCS(=O)(=O)C2)cc1 (stereo unspecified) | -1 | x
COc1cc2c(cc1OC)C(C(=O)N1CCCCC1)C(c1ccccc1F)N(C)C2=O (stereo unspecified) | 4 | 3
CCOC(=O)C1CCN(C(=O)COc2cc(C)c(Br)cc2C)CC1 | -25 | 5
CC(NC(=O)c1cc(-c2cccs2)on1)c1ccccc1 (stereo unspecified) | -13 | -9
Cc1ccc(CC2C(=O)N(CC(=O)O)C(=O)C2C)cc1 (stereo unspecified) | x | 0
O=C(Nc1ccc2c(c1)CCC2)C1CCCN(c2ncccn2)C1 (stereo unspecified) | -6 | -27
Cc1ccc(Cn2nc(C)c(NC(=O)c3noc4c3CCCCC4)c2C)cc1 | -7 | -11

# The list goes on:
SMILES,HIV RNase H inh,RmlCD inh mix
O=C(CCNc1n[nH]c(=O)[nH]c1=O)N1CCCCC1,-5,5
CC(C)C(C(=O)NC(C)(C)C)N1C(=O)c2ccccc2C1=O (stereo unspecified),-31,-7
CCOC(=O)C1CCN(C(=O)C23CC4CC(CC(C4)C2)C3)CC1,x,-11
COc1cccc(N2[C@@H](CC(=O)O)c3ccc(/C=C/C(=O)O)cc3S2(=O)=O)c1,x,-20
O=C(CCCOc1ccc(Cl)cc1)N1CCCCC1,0,-8
CC1(C)Cc2nc(N)c(=O)sc2C1,-3,8
O=C(c1ccc(Cn2cc([N+](=O)[O-])cn2)o1)N1N=C(C(F)F)CC1(O)C(F)F (stereo unspecified),x,6
O=C(c1ccc(Br)s1)N1CCN(C/C=C/c2ccccc2)CC1,x,8
O=S1(=O)CCOC[C@H](Cc2ccccc2)N1Cc1ccc(Cl)cc1,x,1
O=C(Cc1cccs1)Nc1ccccc1C(=O)O,-4,-6
C=CCn1c(SCc2c(C)noc2C)nc2cc(C(=O)O)ccc2c1=O,-10,10
COc1ccc(NC(=S)NN2CCN(C)CC2)cc1,x,-9
O=C(Nc1ccc(Cl)cc1C(=O)c1ccccc1Cl)c1ccco1,x,-34
COc1ccc(C(c2sc3nc(C)nn3c2O)N2CCc3ccccc3C2)cc1 (stereo unspecified),79*,-9
O=C(CCn1nnc(-c2cccs2)n1)N1CCc2ccccc2C1,-9,-2
C=CCn1c(C)cc(C)c(C#N)c1=O,x,-11
CCCc1nc2ccccc2c(=O)n1NC(=O)c1c(O)c2cccc3c2n(c1=O)CCC3,13,-10
COc1ncccc1-c1nnn(-c2ccc(F)cc2)n1,x,-40
Cc1nc2cc(N3CCCCC3)c(NC(=O)c3ccncc3)cc2c(=O)n1Cc1ccccc1,x,-16
Cn1c(N2CCN(C(=O)Nc3ccc(F)cc3)CC2)nc2ccccc21,x,1
COc1ccc(OC)c(S(=O)(=O)N2CCC(C(=O)N3CCc4ccccc4C3)CC2)c1,-49,-5
CC1CN=C(Nc2cccc3ccccc23)S1 (stereo unspecified),-20,u
CCOc1ccccc1C1N(c2ccc(F)cc2)C(=O)C2CCCN21 (stereo unspecified),-9,-2
CCOC(=O)CCc1c(C)c(C#N)c2[nH]c3ccccc3n2c1=O,8,7
CCCCOc1ccc(-c2nnn(C(C)(C)C(=O)OC)n2)cc1,-8,17
COc1ccc(COC(=O)NNC(=O)c2ccc(OC)cc2)cc1,x,9
CSc1nncc(-c2ccc(F)cc2)n1,-2,4
COCc1nnc(NC(=O)c2ccc(S(=O)(=O)N(C)C3CCCCC3)cc2)o1,25,-17
Cc1[nH]nc2c1C(c1ccccc1F)NC2=O (stereo unspecified),7,-18
CCCn1c(-c2cc(OC)c(OC)c(OC)c2)nc2nc3ccccc3nc21,x,15

# Reprinted from the part before: 4 entries, then new ones.
SMILES,HIV RNase H inh,RmlCD inh mix
CSc1nncc(-c2ccc(F)cc2)n1,-2,4
COCc1nnc(NC(=O)c2ccc(S(=O)(=O)N(C)C3CCCCC3)cc2)o1,25,-17
Cc1[nH]nc2c1C(c1ccccc1F)NC2=O (stereo unspecified),7,-18
CCCn1c(-c2cc(OC)c(OC)c(OC)c2)nc2nc3ccccc3nc21,x,15
CCC/S(CC1CC1(Cl)Cl)=N\S(=O)(=O)c1ccc(C)cc1 (stereo unspecified),x,-6
C=CCNC(=O)C1CC(=O)N(c2ccc(C)cc2)C1 (stereo unspecified),-5,8
CCOc1c(Cl)cc(/C=N/O)cc1OC,x,-101
O=C(c1cc2c(s1)CCCC2)N1CCN(Cc2ccc3c(c2)OCO3)CC1,-27,-9
Cc1nnc(SCC(=O)NCC2CCCCC2)n(N)c1=O,x,-2
NC(N)=NS(=O)(=O)c1ccc(N)cc1,-10,0
COc1cccc(NC(=O)COC(=O)c2cc(S(=O)(=O)N3CCOCC3)ccc2C)c1,x,-6
Cc1cc(OCc2nn[nH]n2)c2c(-c3ccccc3)cc(=O)oc2c1,-12,-2
COC(=O)c1sc2nc(N3CCCCC3)c3c(c2c1N)CC(C)(C)N(C)C3,-5,37*
O=C(COc1ccc(-c2nnc(N3CCCCC3)c3ccccc23)cc1)N1CCCCC1,12,-10
O=C(CCC1CCCC1)N1CCN(C2CCCC2)CC1,-1,9
CC1CCc2c(sc(NC(=O)COC(=O)c3ccccc3NCc3ccco3)c2C#N)C1 (stereo unspecified),x,-120
CC(C)(C)Sc1nc(O)cc(=O)[nH]1,0,-10
CCOC(=O)/C(C#N)=C/c1cc2ccccc2nc1Cl,x,-13
CCCCCNC(=O)CCn1c(=O)oc2ccccc21,-9,3
CCCS(=O)(=O)N1CCC(C(=O)NCc2ccco2)CC1,-1,12
CC(C)n1nnnc1SCC(=O)N1CCN(C(=O)c2ccco2)CC1,x,5
N=C1C(c2nc3ccccc3s2)=C(O)CN1CCCO,-1,8
Cc1nnc(SCCn2c(N3CCN(C)CC3)nc3c2c(=O)n(C)c(=O)n3C)s1,-1,24
O=C1/C(=C/c2ccc(O)c(O)c2)Oc2cc(O)ccc21,x,-16
CC(=O)Nc1nnc(Cc2ccccc2)s1,-10,5
CCOC(=O)c1ccc(S(=O)(=O)Nc2ccccc2-c2nnn(CC)n2)cc1,0,-10
O=C(Cn1cnc2c(oc3ccccc32)c1=O)NCc1ccco1,-1,u
CCCC(=O)Nc1nc2ccc(S(=O)(=O)N3CCCCC3)cc2s1,-8,5
Cc1cccc(-c2nnc3n2N=C(c2ccccc2Br)CS3)c1,-29,x
CC1CCCCC12NC(=O)N(CC(=O)c1ccc[nH]1)C2=O (stereo unspecified),5,-1
Cc1ccccc1Cc1c(C)nc2c(C(=O)N3CCN(Cc4ccc5c(c4)OCO5)CC3)cnn2c1C,2,4

# These rows are one share of the data; count on the stated rates, not on these rows.
